DDE Tn6 FP inh = inhibitors of Tn6 peptide binding to fibrin DD(E), primary screen, biochemical, fluorescence polarization, human fibrin, Tn6 probe; Fibrinogen beta chain (Homo sapiens), P02675; Fibrin DD(E) TRITC-Tn6 fluorescence polarization displacement; inhibition, % at 8.3 µM; 370,000 compounds, 0.21% hits; AID 720509, 2013;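 active means inhibition above a per-campaign cutoff: mean of compounds within control limits plus 3 SD, cut at about 15% in these data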;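 further: 0% = median of all compound wells on the plate and 100% = blocking peptide control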
ADAM17 inh = ADAM17 inhibitors, primary screen, biochemical, QFRET. inhibition, % at 6.95 µM. Disintegrin and metalloproteinase domain-containing protein 17 (Homo sapiens), P78536. recombinant ADAM17, EDANS/DABCYL FRET peptide cleavage. AID 720648, 2013. 370,000 compounds, 0.83% hits;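 active means inhibition above the mean of compounds lying between control limits plus 3 SD, set per campaign, cut at about 8.5% in these data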;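 further: 0% = DMSO-only wells as the low control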
ASAP1 inh = inhibitors of human ASAP1 ArfGAP activity, primary screen, biochemical, fluorescence polarization. inhibition, % at 16.5 µM. 360,000 compounds, 0.19% hits. ASAP1-stimulated ARF1 GTP hydrolysis, GDP FP detection. Arf-GAP with SH3 domain, ANK repeat and PH domain-containing protein 1 (Homo sapiens), …; in the data active means inhibition above about 25%;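 further: 0% = vehicle with enzyme and substrate and 100% = no enzyme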
PLCg1 inh = PLC-gamma1 enzyme inhibitors, primary screen, biochemical, fluorescence, purified enzyme; 370,000 compounds, 0.84% hits; 1-phosphatidylinositol 4,5-bisphosphate phosphodiesterase gamma-1 (Homo sapiens), P19174; inhibition, % at 12.2 µM; fluorogenic substrate; AID 720700, 2013; in the data active means inhibition above about 9.5%
LEDGF integ inh = blockers of LEDGF/p75-dependent integrase strand transfer – biochemical, TR-FRET, high throughput, primary screen. HIV-1 integrase (with human LEDGF/p75). TR-FRET IN-LEDGF/p75 DNA integration, Eu/Cy5. inhibition, % at 3.7 µM. 370,000 compounds, 0.64% hits;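 active means inhibition above the screen-wide mean plus 3 SD, cut at about 13% in these data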;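 further: signal is the Cy5 over europium emission ratio at 671 and 618 nm; 0% = plate median of compound wells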
DDE Tn7 FP inh = inhibitors of Tn7 peptide binding to fibrin DD(E), primary screen, biochemical, fluorescence polarization, human fibrin, Tn7 probe; Fibrinogen beta chain (Homo sapiens), P02675; FP displacement of FITC-Tn7 peptide from fibrin DD(E); 0% = median of compound wells per plate; inhibition, % at 8.3 µM; 370,000 compounds, 0.13% hits; AID 720508, 2013;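 active means inhibition above the mean of compounds falling within the control limits plus 3 SD of them, cut at about 14% in these data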;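 further: 0% = plate median of compound wells and 100% = 10 µM Aha-Tn7 peptide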
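Assay system: human fibrin DD(E). Input: DD(E) 2 µM final. Medium: Tris buffer with calcium and detergent, pH 7.8. Compound dosing: single point at 8.3 µM. Timing: 10 min plus 3 h, room temperature. Technique: fluorescence polarization of the labelled Tn7 tracer. Read-out: percent inhibition. Replicates: singlicate testing.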
ARFGAP1 inh = inhibitors of rat ARFGAP1 GAP activity, primary screen, biochemical, fluorescence polarization, GDP tracer. ADP-ribosylation factor GTPase-activating protein 1 (Rattus norvegicus), Q62848. Arfgap1-stimulated ARF1 GTP hydrolysis, GDP FP detection. inhibition, % at 16.5 µM. 360,000 compounds, 0.26% hits;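 active means inhibition above a per-plate limit, mean inhibition of low control wells plus 3 SD, cut at about 25% in these data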;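 further: 0% = DMSO wells with enzyme and 100% = wells lacking Arfgap1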
Target sequence (Q62848 1-136 limits assumed): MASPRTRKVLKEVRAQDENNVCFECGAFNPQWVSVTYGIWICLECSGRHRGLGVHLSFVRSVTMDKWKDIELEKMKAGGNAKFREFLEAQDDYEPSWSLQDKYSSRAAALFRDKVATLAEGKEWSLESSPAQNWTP
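Assay system: Rat Arfgap1 GAP domain (His6, aa 1-136), purified enzyme | Buffer or medium: HEPES 25 mM pH 7.5, NaCl 150 mM, MgCl2, DTT | Schedule: GTP hydrolysis reaction 2 h at 25 °C | Signal: FP of antibody-bound GDP Alexa 633 tracer, ex 620/em 688 nm | Measure: Percent inhibition of Arfgap1-stimulated GTP hydrolysis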
ADAM10 inh = human ADAM10 inhibitors, primary screen, biochemical, QFRET, HTS. Disintegrin and metalloproteinase domain-containing protein 10 (Homo sapiens), O14672. recombinant ADAM10, EDANS/DABCYL FRET peptide cleavage, 3 h. inhibition, % at 7 µM. 370,000 compounds, 0.62% hits. AID 720582, 2013;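 active means inhibition above a per-campaign cutoff equal to the mean of compounds falling between control-based bounds plus 3 SD, cut at about 20% in these data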;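 further: 0% = DMSO wells while the 100% control is not disclosed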
Target sequence (O14672 214-748 limits assumed): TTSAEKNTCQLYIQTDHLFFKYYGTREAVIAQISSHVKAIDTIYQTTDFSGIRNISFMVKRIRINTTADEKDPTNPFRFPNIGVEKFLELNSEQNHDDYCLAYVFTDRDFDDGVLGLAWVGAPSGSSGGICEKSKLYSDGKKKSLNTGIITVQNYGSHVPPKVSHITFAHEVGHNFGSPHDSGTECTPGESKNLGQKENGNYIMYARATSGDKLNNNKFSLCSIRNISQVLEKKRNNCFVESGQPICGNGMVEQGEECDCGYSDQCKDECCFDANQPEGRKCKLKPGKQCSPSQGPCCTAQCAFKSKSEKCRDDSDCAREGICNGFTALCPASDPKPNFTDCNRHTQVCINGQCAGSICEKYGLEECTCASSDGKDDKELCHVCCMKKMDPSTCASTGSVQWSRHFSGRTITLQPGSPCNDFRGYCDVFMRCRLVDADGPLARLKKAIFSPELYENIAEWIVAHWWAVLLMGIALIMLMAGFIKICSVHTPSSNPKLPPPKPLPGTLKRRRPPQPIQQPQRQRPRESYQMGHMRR
TDP2 inh = human TDP2 enzyme inhibitors, primary screen, biochemical, epi absorbance, recombinant enzyme; 370,000 compounds, 0.34% hits; AID 720702, 2013; inhibition, % at 12.8 µM; T5PNP hydrolysis, p-nitrophenol absorbance 415 nm;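 active means inhibition above the mean of all tested compounds plus 3 SD, set per campaign, cut at about 25% in these data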;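 further: 0% = DMSO with enzyme and 100% = buffer with substrate but no TDP2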
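Evaluation: % inhibition relative to enzyme-containing and enzyme-free wells. Material: recombinant human TDP2. Benchmarks: enzyme-free and DMSO wells. Timing: enzyme reaction with compound for 2 h at 37 °C. Compound dosing: 12.8 µM only. Measured by: p-Nitrophenol epi absorbance. Reagent: T5PNP substrate at 5 mM, a TopII-DNA adduct mimic. Replication: single well per compound.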
proKLK7 act = proKLK7 zymogen activators, primary screen, biochemical, fluorescence intensity; purified proKLK7, EDANS-DABCYL substrate fluorescence; 100% is mature enzyme control, 0% vehicle; activation, % at 7 µM; 370,000 compounds, 0.9% hits; AID 652039, 2013;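 active means activation above the mean of all tested compounds plus 3 SD, computed per campaign excluding outliers beyond control limits, cut at about 13% in these data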
Target sequence (P49862 whole entry, looked up): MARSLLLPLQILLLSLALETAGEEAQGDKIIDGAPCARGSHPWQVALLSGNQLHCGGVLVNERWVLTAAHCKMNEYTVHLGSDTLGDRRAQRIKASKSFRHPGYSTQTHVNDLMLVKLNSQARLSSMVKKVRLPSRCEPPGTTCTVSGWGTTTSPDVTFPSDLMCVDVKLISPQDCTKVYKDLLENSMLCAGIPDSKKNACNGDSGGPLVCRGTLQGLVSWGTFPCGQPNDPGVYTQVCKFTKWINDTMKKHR
Starred values were filed as active, the others as inactive; nt = no result given.

1	FC(F)(F)c1ccc(Oc2ccc(Cl)cc2Br)nc1
2	COc1cc(OC)cc(C(=O)OCC(=O)Nc2ccc(F)cc2F)c1
3	COc1cc(C)c(CNC2CCCCC2)cc1C
4	OCCC1CN(Cc2cc3c(cc2Cl)OCO3)CCN1C1CCCCC1 (configuration not stated)
5	CN(CC(=O)Nc1ccccc1C(F)(F)F)C(=O)c1cccc(-n2cccc2)c1
6	O=C(NC1=C(Nc2ccc(F)cc2)C(=O)c2ccccc2C1=O)c1ccc(Cl)cc1
7	COc1cc(C(=O)NNC(=O)c2cc(=O)[nH]c3ccccc23)cc(OC)c1OC
8	Nc1ccc(N2CCN(c3ccccc3)CC2)c(F)c1
assay / entry | 1 | 2 | 3 | 4 | 5 | 6 | 7 | 8
TDP2 inh | 5 | -8 | 16 | 8 | -10 | 22 | 8 | 0
ADAM17 inh | -1 | -5 | -2 | 2 | -2 | 1 | -30 | -2
DDE Tn7 FP inh | -1 | 2 | 2 | -3 | -1 | 6 | 4 | 6
proKLK7 act | 0.8 | -0.5 | -0.3 | -0.5 | -0.4 | -0.4 | 9.6 | -0.2
DDE Tn6 FP inh | -1 | 2 | -9 | 2 | -4 | 2 | 8 | 4
PLCg1 inh | 6 | 1 | 3 | 3 | -2 | 3 | -111 | -2
ADAM10 inh | 5 | -5 | 5 | -3 | -4 | 3 | -73 | -2
ASAP1 inh | -8 | 11 | 0 | -4 | 0 | 18 | 8 | -2
ARFGAP1 inh | 14 | 8 | -3 | -1 | -8 | 14 | 4 | -2
LEDGF integ inh | 2 | -6 | 2 | 2 | 0 | 5 | -4 | 0

9	O=c1c2ccccc2nc(CSc2nnnn2-c2ccccc2)n1-c1ccccc1Cl
10	CC(C)(COC(=O)C(c1ccccc1)c1ccccc1)CN1CCOCC1
11	CC(C)c1ccc(NC(=S)Nc2ccc3[nH]c(=O)[nH]c3c2)cc1
12	C[C@@H]1NC(=O)[C@H](CCC(=O)O)NC(=O)c2cc([N+](=O)[O-])cc(F)c2NCCC[C@@H](C(N)=O)NC1=O
13	Cc1c(NC(=O)c2cc(-c3ccc(Cl)cc3)on2)c(=O)n(-c2ccccc2)n1C
14	Nc1ccc(C(=O)Nc2cccc3ncccc23)cc1
15	Cc1nn(Cc2noc(C(=O)NCc3ccccn3)n2)c(C)c1Br
16	Cc1c(C(=O)OC/C(O)=C(\C#N)c2nc3ccccc3[nH]2)oc2ccc(Br)cc12
assay / entry | 9 | 10 | 11 | 12 | 13 | 14 | 15 | 16
TDP2 inh | -11 | -3 | 0 | 3 | -2 | -4 | -13 | -1
ADAM17 inh | -5 | -1 | -2 | -1 | -3 | -3 | 9.6* | -3
DDE Tn7 FP inh | -4 | 5 | -4 | -10 | 4 | -2 | 5 | 0
proKLK7 act | 0.8 | 0.7 | -0.1 | 0.3 | 0.0 | 0.0 | 0.2 | -0.5
DDE Tn6 FP inh | -6 | 8 | -8 | -2 | 1 | -1 | 11 | 8
PLCg1 inh | 3 | 3 | 0 | 2 | -1 | -2 | 3 | -19
ADAM10 inh | -8 | 2 | 4 | 4 | -9 | 8 | 9 | 1
ASAP1 inh | 1 | -5 | 1 | -5 | 5 | 9 | -5 | 7
ARFGAP1 inh | 18 | -13 | -1 | -5 | 2 | 7 | 0 | -5
LEDGF integ inh | -2 | -3 | 1 | 1 | -8 | -7 | -1 | -4

17	N#Cc1ccc(N2CCCC2C(=O)O)c([N+](=O)[O-])c1 (configuration not stated)
18	COc1ccc(C(CC(=O)O)NC(=O)COc2ccccc2)cc1 (configuration not stated)
19	O=C(CN1C(=O)c2ccccc2C1=O)NCc1ccccn1
20	O=C(CSc1nnc(-c2ccncc2)n1CC1CCCO1)NCc1ccccc1 (configuration not stated)
21	Cc1cc(=O)[nH]c(SCC(=O)c2ccc(F)c(C)c2)n1
22	COc1ccc(-n2ccnc2SCC(=O)Nc2ccc(OC)cc2OC)cc1
23	CC[C@]12c3[nH]c4cc(-c5ccco5)ccc4c3CCN1C(=O)[C@@H](CC(=O)NCc1cccc(C(F)(F)F)c1)C[C@@H]2C(=O)N1CCN(C(=O)c2ccco2)CC1
24	CCOCCCn1c(=N)c(S(=O)(=O)c2ccc(C)cc2)cc2c(=O)n3cc(C)ccc3nc21
assay / entry | 17 | 18 | 19 | 20 | 21 | 22 | 23 | 24
TDP2 inh | -4 | 3 | 5 | 2 | -7 | -8 | -5 | 1
ADAM17 inh | -1 | 3 | -2 | 0 | -4 | 0 | -102 | -29
DDE Tn7 FP inh | -8 | 3 | -4 | -3 | -2 | 1 | 4 | 1
proKLK7 act | 0.5 | 0.3 | 0.2 | 0.2 | -0.3 | -0.4 | -6.8 | 0.0
DDE Tn6 FP inh | -5 | -1 | -4 | -3 | 2 | 5 | -4 | 2
PLCg1 inh | 5 | -1 | 1 | 0 | 2 | 0 | -342 | -21
ADAM10 inh | 5 | 0 | 6 | 5 | -8 | 2 | -380 | -69
ASAP1 inh | 3 | 6 | 1 | 6 | 5 | 2 | -1 | 2
ARFGAP1 inh | 2 | 1 | -13 | -14 | -6 | 2 | 1 | -13
LEDGF integ inh | 0 | 0 | 0 | 1 | 1 | -4 | -2 | 1

25	CCOC(=O)/C(C#N)=C/c1cn(CCC(=O)O)nc1-c1cccc(Cl)c1
26	COc1ccc(C(=O)N2CC(c3ccccc3)CC2=O)cc1 (configuration not stated)
27	COc1ccc(S(N)(=O)=O)cc1-c1nnc2c3ccccc3c(C)nn12
28	COc1ccc(OCC(=O)N/N=c2\oc3c(OC)cccc3cc2C(N)=O)cc1
29	Cc1ccc(NC(=O)CCCSc2ccccc2)cc1S(=O)(=O)N1CCOCC1
30	COc1cccc(CN(C)C(=O)c2ccccc2Sc2ccccc2C#N)c1OC
31	COc1ccc([N+](=O)[O-])cc1NC(=S)NC(C)=O
32	CN1C(=O)c2cc(NC(=O)C3CCCCC3)ccc2OC[C@H]2O[C@@H](CC(=O)NC3CCCC3)CC[C@H]21
assay / entry | 25 | 26 | 27 | 28 | 29 | 30 | 31 | 32
TDP2 inh | -7 | -11 | 9 | 2 | 7 | 11 | -2 | 3
ADAM17 inh | 3 | -3 | -5 | -4 | 2 | -1 | -9 | 5
DDE Tn7 FP inh | 0 | 4 | 3 | 7 | 0 | -6 | -4 | -1
proKLK7 act | 0.1 | -0.8 | 0.3 | -0.5 | 0.2 | 0.3 | 0.1 | 0.7
DDE Tn6 FP inh | 0 | -2 | -3 | 1 | 0 | 7 | 10 | 1
PLCg1 inh | 9 | 0 | 0 | 0 | -1 | 1 | 0 | 1
ADAM10 inh | 9 | 2 | -14 | -3 | 5 | 1 | -13 | 9
ASAP1 inh | 1 | -5 | 6 | 0 | 3 | 17 | -4 | nt
ARFGAP1 inh | 9 | -6 | 6 | 6 | -3 | -17 | -7 | nt
LEDGF integ inh | 6 | -2 | -1 | 0 | 3 | -2 | 1 | 0

Laid out differently: three of the compounds above.
nr	Molecule	TDP2 inh	ADAM17 inh	DDE Tn7 FP inh	proKLK7 act	DDE Tn6 FP inh	PLCg1 inh	ADAM10 inh	ASAP1 inh	ARFGAP1 inh	LEDGF integ inh
27	COc1ccc(S(N)(=O)=O)cc1-c1nnc2c3ccccc3c(C)nn12	9	-5	3	0.3	-3	0	-14	6	6	-1
26	COc1ccc(C(=O)N2CC(c3ccccc3)CC2=O)cc1 (configuration not stated)	-11	-3	4	-0.8	-2	0	2	-5	-6	-2
32	CN1C(=O)c2cc(NC(=O)C3CCCCC3)ccc2OC[C@H]2O[C@@H](CC(=O)NC3CCCC3)CC[C@H]21	3	5	-1	0.7	1	1	9	nt	nt	0

(listing goes on)
33	CCN1C(=O)[C@H]2[C@@H](c3ccc(Cl)cc3)N3C(=O)CN(Cc4ccccc4)C(=O)[C@@]3(C)[C@H]2C1=O
34	CCCCNc1nc2sc3c(c2c(=O)n1-c1cccc(Cl)c1)CCN(C)C3
35	COc1ccc(NC(=O)C23CC4CC(C2)CC(c2ccc(C)cc2)(C4)C3)cc1
36	CSc1nc2sc3c(c2c(=O)n1C)CCC(C)C3 (configuration not stated)
37	N/C(=N\c1nc2ccccc2o1)NC(=O)c1cccc(Br)c1
38	COc1ccc(C(C(=O)NCC2CCCO2)N(C(=O)CNC(=O)c2cccs2)c2ccc(NC(C)=O)cc2)cc1OC (configuration not stated)
39	CC1CN(C(=O)C(C)Sc2nnnn2C)CC(C)O1 (configuration not stated)
40	COc1cccc(CN2CCCC(CNC(=O)c3ccc(F)cc3)C2)c1OC (configuration not stated)
41	COC(=O)[C@]12C[C@H](CC(=O)N3CCSCC3)C(=O)N(Cc3cccc4ccccc34)C1=C[C@H](C(C)(C)C)O[C@@H]2C
assay / entry | 33 | 34 | 35 | 36 | 37 | 38 | 39 | 40 | 41
TDP2 inh | 10 | 20 | -1 | 12 | 5 | 0 | 3 | 2 | -3
ADAM17 inh | -6 | -49 | 1 | -7 | -7 | -1 | -5 | 1 | -1
DDE Tn7 FP inh | -2 | -4 | 2 | -1 | 3 | 4 | 2 | 3 | -4
proKLK7 act | -0.5 | 0.9 | 0.6 | 0.2 | -0.9 | -0.4 | -0.5 | -0.1 | 0.4
DDE Tn6 FP inh | -4 | 11 | -2 | 1 | 0 | 2 | -6 | 4 | 2
PLCg1 inh | -3 | -33 | 4 | 0 | -3 | -1 | -1 | -1 | -1
ADAM10 inh | -11 | -160 | 6 | -19 | -1 | -2 | -8 | 7 | 8
ASAP1 inh | -6 | -4 | -1 | 8 | 1 | -16 | -9 | 6 | nt
ARFGAP1 inh | 2 | -7 | -6 | 1 | 2 | -12 | 9 | -8 | nt
LEDGF integ inh | -3 | 1 | -2 | 2 | -4 | -1 | 0 | 2 | -1

From PubChem BioAssay
